# Screens deposited in PubChem by National Center for Advancing Translational Sciences (NCATS).
# GAA glycogen: inhibitors or activators of human alpha-glucosidase glycogen cleavage. P10253. Potency, µM (top dose mostly 76.4 µM), without a hit: top-dose activity change, negative = inhibition, usual class: inhibitors. 0.38% of 300,000 active. recombinant GAA, glycogen substrate, Amplex Red glucose oxidase fluorescence; active = well fitted inhibition curve with a large enough effect; inconclusive = small, poorly fitted or top-dose-only effect, or another doubt; inactive = no such curve, though single readings can be large or run the other way;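 also: 0% = full enzyme reaction and -100% = no-enzyme basal signal; the screen sought inhibitors and activators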
#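 Recombinant human enzyme (4 nM); glycogen substrate; 37 C, 40 min, pH 5.0. Readout: coupled glucose oxidase/Amplex Red fluorescence.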
# Numbers without * were called inactive; u = inconclusive; [ ] = another dose, or the depositor's remark. Potency is read from the fitted curve at half-maximal effect.
SMILES,GAA glycogen
COc1ccc(CNC(=O)c2cc3c(=O)n4cccc(C)c4nc3n(CC3CCCO3)c2=N)cc1 (centres undefined),-11.4%[76.3 µM]
Cc1ccc(C(=O)C2CCN(C(=O)c3ccc(C)cc3)CC2)cc1,-4.6%
O=C(CN1C(=O)c2cccc([N+](=O)[O-])c2C1=O)NCc1ccccc1,-15.9%
OC1(C#CCN2CCCC2)CCCCC1,2.5%[76.3 µM]
COc1ccc(-c2cc(=O)oc3c(O)c(O)ccc23)cc1,u
Cc1ccccc1CN1CCCC(C(=O)Nc2ccc(-c3ccn[nH]3)cc2)C1 (centres undefined),-12.5%[76.3 µM]
N#Cc1ccccc1CSc1nnc(-c2ccncc2)o1,4.2%
CCOC(=O)N1CCN(S(=O)(=O)N2CCCC(C(=O)NCCCN3CC(C)CC(C)C3)C2)CC1 (centres undefined),3.2%[76.3 µM]
CC1CCCCN1C(=O)c1ccc(Br)o1 (centres undefined),-3.2%[76.3 µM]
CN(C)Cc1c(C(=O)N/N=C/c2ccoc2)nnn1-c1nonc1N,-24.3%[76.3 µM]
Cc1c(C(=O)N(CCO)Cc2ccccc2)oc2c(F)cccc12,-10.9%[76.3 µM]
Cc1ccc(OCCN2CCOCC2)cc1C,1.7%[76.3 µM]
NC(=O)CC(NC(=O)Cc1cccc2ccccc12)c1ccc(N2CCCCCCC2)c([N+](=O)[O-])c1 (centres undefined),17.6%[76.3 µM]
COc1ccc2cc(C#N)c(N3CCOCC3)nc2c1,1.2%[76.3 µM]
Cc1ccccc1N1CC(C(=O)Nc2ccc(S(=O)(=O)NCC3CCCO3)cc2)CC1=O (centres undefined),-14.3%
CCOc1ccc(Cl)cc1S(=O)(=O)N1CCC(C(=O)N2CCCC2)CC1,-3.2%[76.3 µM]
Cc1ccc2nc(SCC(=O)Nc3nonc3C)[nH]c2c1,1.1%
CSc1ccc(CNC(=O)C(C)n2nc(C)c3c(C)n(-c4ccccc4)nc3c2=O)cc1 (centres undefined),-5.9%[76.3 µM]
Cc1c(C(=O)O)sc2nc(/C=C/c3cccc(F)c3)[nH]c(=O)c12,7.6%
CCOC(=O)c1c(S(=O)(=O)Nc2ccc(CN3CCC(C)CC3)cc2)c(C)n(C)c1C,-1.2%[76.3 µM]
CC1CCc2c(sc(NC(=O)c3ccco3)c2C(=O)O)C1 (centres undefined),4.1%
O=C(COc1ccc(Br)cc1)NC(=S)Nc1ccccc1N1CCOCC1,-11.9%[76.3 µM]
O=C1Nc2ccccc2/C1=C/c1ccnc2ccccc12,-0.6%
CC(=O)N1CCN(S(=O)(=O)c2cccc(C(=O)OCN3C(=O)c4ccccc4C3=O)c2)CC1,5.3%
COC(=O)/C=C1/SC(=NC(=O)c2cccc([N+](=O)[O-])c2)NC1=O,-10.5%[76.3 µM]
COCCN(C(=O)CNC(=O)c1ccco1)C(C(=O)NC1CCCC1)c1ccccc1F (centres undefined),2.1%
CCOc1ccc(NC(=O)CSc2nncn2C)cc1,-2.4%
CC(=O)N(C)c1ccc(N=Nc2c(C)[nH]n(-c3ccccc3)c2=O)cc1,-2.3%[76.3 µM]
Cc1cccc(C)c1NC(=O)N1CC(C)OC(C)C1 (centres undefined),6.6%
Cc1cccnc1NC(=O)c1sc2ccccc2c1Cl,1.3%[76.3 µM]
COc1ccc(S(=O)(=O)NCc2cc(=O)n(C)c(=O)n2C)cc1F,-3.8%[76.3 µM]
O=C(NCc1ccccc1Cl)c1cccc(OC2CCN(C(=O)C3CC3)CC2)c1,-1.6%[76.3 µM]
O=C(NC1CCCN(Cc2ccc(Cl)cc2)C1)c1cnc2ccccn2c1=O (centres undefined),-0.1%[76.3 µM]
CN(C)S(=O)(=O)c1ccc(C(=O)NCCC(=O)N2CCCC2)cc1,-0.9%
O=C(OCC(=O)N1CCCC1)c1cc(F)c(F)cc1Cl,8.2%
Cc1ccc(NS(=O)(=O)c2coc(C(N)=O)c2)cc1F,4.1%[76.3 µM]
Cn1cc(C(=O)C(=O)NCCc2ccccc2)c2ccccc21,-0.3%[76.3 µM]
CC1CCCN(S(=O)(=O)c2ccc(C(=O)Nc3nnc(C4CC4)o3)cc2)C1 (centres undefined),-9.4%[76.3 µM]
COc1cccc2sc(N(CCCN(C)C)C(=O)c3ccc(S(=O)(=O)N4CCc5ccccc5C4)cc3)nc12,2.6%[76.3 µM]
COc1ccc(S(=O)(=O)NCCCN2CCCC2=O)c(OC)c1,-4.2%[76.3 µM]

# Next part, overlapping the part above by 4 compounds.
SMILES,GAA glycogen
Cn1cc(C(=O)C(=O)NCCc2ccccc2)c2ccccc21,-0.3%[76.3 µM]
CC1CCCN(S(=O)(=O)c2ccc(C(=O)Nc3nnc(C4CC4)o3)cc2)C1 (centres undefined),-9.4%[76.3 µM]
COc1cccc2sc(N(CCCN(C)C)C(=O)c3ccc(S(=O)(=O)N4CCc5ccccc5C4)cc3)nc12,2.6%[76.3 µM]
COc1ccc(S(=O)(=O)NCCCN2CCCC2=O)c(OC)c1,-4.2%[76.3 µM]
COc1ccc(/C=C/c2ccc3c(Br)ccc(O)c3n2)cc1,-0.9%
O=C(O)C1(c2ccccc2)CCN(S(=O)(=O)c2ccc(Cl)cc2)CC1,2.0%[76.3 µM]
CN(C)CCNC(=O)c1ccccc1-c1cc2ccccc2c(=O)o1,1.3%
COC(=O)C1=C(C)N(Cc2ccccc2)C(=NCCc2ccccn2)N[C@H]1c1cccc(C(F)(F)F)c1,-2.3%[76.3 µM]
Cc1ccccc1N=C(NO)c1cccnc1,7.1%
COC(=O)Cc1ccc(NC(=O)c2ccc3c(c2)C(=O)N(Cc2ccco2)C3=O)cc1,-18.3%[76.3 µM]
CC1CCCN(S(=O)(=O)c2ccc(NC(=O)CNC3CCCC3)cc2)C1 (centres undefined),1.4%
COc1cc2cc(C(=O)NCCc3ccccc3)[nH]c2cc1OC,10.3%
NS(=O)(=O)c1ccc(NS(=O)(=O)c2ccc(Br)cc2)cc1,6.8%[76.3 µM]
CC(C)c1nnc(NC(=O)CCS(=O)(=O)Cc2ccccc2)s1,-3.1%
Cc1cc(C(=O)N2CCCC(CO)(Cc3ccc(F)cc3)C2)c(C)o1 (centres undefined),1.4%[76.3 µM]
CCOc1ccc2nc(NC(=O)C34CC5CC(CC(NC(C)=O)(C5)C3)C4)sc2c1,-0.7%[76.3 µM]
COC(=O)c1ccc(COc2cccc3c2OC(C)(C)C3)cc1,-7.9%[76.3 µM]
S=C(NCc1cccnc1)c1ccccc1,4.2%
Cc1ccc(OCCC(=O)OCC(=O)Nc2cc(C)cc(C)c2)cc1,2.6%[76.3 µM]
CC(=O)N1CCc2cc(S(=O)(=O)N3CCCCC3C)ccc21 (centres undefined),-1.8%[76.3 µM]
CC(OC(=O)c1cccc([N+](=O)[O-])c1)C(=O)NCc1ccc2c(c1)OCO2 (centres undefined),5.9%[76.3 µM]
Cn1cc(CN2CCC(Oc3ccc(C(=O)N4CCCCC4)cc3)CC2)cn1,4.3%[76.3 µM]
Cc1ccc(NC(=O)c2cnn(-c3ccccc3)c2C)cc1,10.9%[76.3 µM]
O=C(COc1ccc(S(=O)(=O)N2CCOCC2)cc1Cl)NCC1CCCO1 (centres undefined),-1.7%[76.3 µM]

# 3 entries drawn at random from the list so far, as already listed:
SMILES,GAA glycogen
CC(C)c1nnc(NC(=O)CCS(=O)(=O)Cc2ccccc2)s1,-3.1%
COc1cc2cc(C(=O)NCCc3ccccc3)[nH]c2cc1OC,10.3%
CN(C)CCNC(=O)c1ccccc1-c1cc2ccccc2c(=O)o1,1.3%

# (next part)
SMILES,GAA glycogen
Cc1cc(C(=O)O)ccc1NCc1ccncc1,2.5%[76.3 µM]
O=C(c1ccco1)N1CCN(C(=O)c2ccc(CS(=O)c3ccc(Cl)cc3)o2)CC1 (centres undefined),-13.5%[76.3 µM]
COc1ccc(S(=O)(=O)N2CCC(C(=O)NCCC(=O)Nc3cccc(OC)c3)CC2)cc1,0.3%[76.3 µM]
CCc1sc(C(=O)Nc2cccnc2)cc1Br,4.3%[76.3 µM]
COc1ccc(NC(=O)c2cc(S(=O)(=O)N3CCOCC3)cn2C)c(OC)c1,-8.7%[76.3 µM]
O=C1CC(c2ccc(Cl)cc2)CC(O)=C1C=NCCO (centres undefined),0.6%
COCc1ccc(CN2CCC(n3nccc3NC(=O)CCOc3ccccc3)CC2)o1,0.5%[76.3 µM]
Cc1cccc(NC(=O)N2CCCC2C(=O)NCc2ccccc2)c1 (centres undefined),-6.2%[76.3 µM]
COc1ccc2c([N+](=O)[O-])c(N3CCCC3)[nH]c2c1,6.8%[76.3 µM]
Cc1cc(C)c(S(=O)(=O)N2CCOC2CNC(=O)C(=O)NCc2ccccn2)c(C)c1 (centres undefined),-0.1%[76.3 µM]
COc1cccc(OCCNC(=O)c2ccc(C)cc2)c1,-2.4%
COc1cc(S(=O)(=O)n2cnc3ccccc32)ccc1Br,-2.5%[76.3 µM]
Cc1cccc(C)c1NC(=O)C1C2C=CC(C2)C1C(=O)O (centres undefined),-1.2%[76.3 µM]
CCn1c(SCC(=O)Nc2ccc(N(C)C)cc2)nnc1-c1ccco1,2.1%[76.3 µM]
Cc1cc(=O)oc2cc(OCC(=O)N3CC[C@@]4(O)CCCC[C@H]4C3)c(Cl)cc12,2.4%[76.3 µM]
CC(C)CCOc1ccc(CO[C@@H]2[C@H]3OC(C)(C)O[C@H]3O[C@@H]2C(O)CO)cc1 (some centres undefined),12.8%
O=CNCc1nc2ccccc2n1CCc1ccccc1,-2.3%[76.3 µM]
CCOc1cc(/C=C2/C(=N)N3N=C(CC)SC3=NC2=O)ccc1OC(=O)c1ccco1,4.1%[76.3 µM]
Cn1c(CNC(=O)c2ccc(Cl)cc2)nnc1SCC(=O)NC1CCCC1,1.2%
O=C(c1cccs1)N1CCN(c2ccc(Cl)cc2)CC1,-1.6%[76.3 µM]

# Three structures already listed, arranged by count of non-hydrogen atoms, smallest number first.
SMILES,GAA glycogen
CC(=O)N1CCc2cc(S(=O)(=O)N3CCCCC3C)ccc21 (centres undefined),-1.8%[76.3 µM]
Cn1cc(C(=O)C(=O)NCCc2ccccc2)c2ccccc21,-0.3%[76.3 µM]
Cc1cc(=O)oc2cc(OCC(=O)N3CC[C@@]4(O)CCCC[C@H]4C3)c(Cl)cc12,2.4%[76.3 µM]

# The list continues.
SMILES,GAA glycogen
O=C(CC(=O)c1ccccc1)Nc1ccccn1,-3.6%[76.3 µM]
CCCOc1ccc(-c2c(C(=O)N/N=C(\C)c3ccncc3)nnn2-c2nonc2N)cc1,-17.5%[76.3 µM]
CCn1c(SCC(=O)Nc2ccc(N(C)C)cc2)nnc1C1CC1,29.1%[76.3 µM]
OCCNc1nc(N2CCN(c3ccccc3)CC2)nc2ccccc12,-1.6%[76.3 µM]
CC(=O)c1ccc(C(=O)NC2CCCN(Cc3ccc(Cl)cc3)C2)s1 (centres undefined),-4.4%[76.3 µM]
CN1N=C(C(=O)NC2CCCc3c2cnn3-c2ccc(F)cc2F)CCC1=O (centres undefined),-6.6%[76.3 µM]
CCN(CC)S(=O)(=O)c1ccc(N2CCN(C)CC2)c(NC(=O)Nc2ccccc2F)c1,u
Fc1cccc(Nc2ncnc3sccc23)c1,1.7%
OCc1c[nH]c(=S)n1CCOc1cccc(C(F)(F)F)c1,-16.9%
O=C(CSc1nnc(CNC(=O)c2cccc(C(F)(F)F)c2)o1)NCC1CCCO1 (centres undefined),-1.3%[76.3 µM]
Cc1ccc(NC(=O)Cc2nnc(SCC(=O)NC3CCCC3)n2C)cc1C,5.5%
COc1ccccc1OCC(=O)N/N=C/c1c(O)ccc2ccccc12,4.4%[76.3 µM]
CC(C)CC1NC(C(=O)O)Cc2c1[nH]c1ccccc21 (centres undefined),0.0%[76.3 µM]
Cc1ccc(C(=O)Nc2ccsc2C(=O)O)cc1,2.0%
COc1cccc(OC)c1CNC(=O)C1CCC(=O)N(CC2CCCCC2)C1 (centres undefined),-2.2%[76.3 µM]
Cc1ccc2c(cnn2C(=O)CCCC(=O)NCc2ccc(Cl)cc2)c1,15.4%[76.3 µM]
CCc1ccccc1NC(=O)C1CCCN(S(=O)(=O)c2ccc3c(c2)CC(C)N3C(C)=O)C1 (centres undefined),-16.0%[76.3 µM]
O=Cc1ccc2ccc3cccnc3c2n1,7.2%
O=C(c1sc2cccc(Cl)c2c1Cl)N1CCN(CCc2ccccn2)CC1,-6.0%[76.3 µM]
COc1ccc(CNCC(C)NCc2ccc(OC)c(OC)c2)cc1OC (centres undefined),-22.1%
CC(=O)c1cccc(NC(=O)c2ccc3c(c2)C(=O)N(Cc2cccnc2)C3=O)c1,-2.7%[76.3 µM]
COc1cccc(CC(CC(=O)O)C(=O)Nc2cc(C)ccc2C)c1 (centres undefined),-4.3%[76.3 µM]
O=S(=O)(c1ccccc1)N1CCN(S(=O)(=O)N2CCCCCC2)CC1,9.1%
CC(C)(C)OC(=O)N1CCC(Cc2cc(-c3ccccc3)no2)(C(=O)O)CC1,-6.8%[76.3 µM]
CCCc1nc(SCC(=O)NC2CCCC2)c2ccccc2n1,-2.5%
CC(C)NC(=O)N1CCC(n2nccc2NC(=O)CCOc2ccccc2)CC1,-1.6%[76.3 µM]
Cc1ccc(CNC(=O)CN2C(=O)NC(C)(c3cccc(Br)c3)C2=O)cc1 (centres undefined),-5.6%
Cc1ccc(NC(=O)CCC(=O)Nc2ccc(C)cc2)cc1,2.4%[76.3 µM]

# An excerpt. The share of hits here may be higher or lower than overall.
